# Compound activity from PubChem BioAssay.
# AmpC inh no detg = blocks E. coli AmpC beta-lactamase in detergent-free assay; P00811; AmpC nitrocefin hydrolysis, absorbance 480 nm, 0.0001% Triton; Potency, µM (highest dose often 57.1 µM), without a hit: at the highest dose activity change, negative = inhibition, usual class: inhibitors; 330,000 tested, 0.52% active;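 note: potency is the fitted concentration of half-maximal effect; plate controls were no compound for no effect and no enzyme for full effect; nearly all actives have a fitted effect of over 20% in size; some results filed as inactive show a strong effect at the top dose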
# Target sequence (P00811 whole entry, looked up): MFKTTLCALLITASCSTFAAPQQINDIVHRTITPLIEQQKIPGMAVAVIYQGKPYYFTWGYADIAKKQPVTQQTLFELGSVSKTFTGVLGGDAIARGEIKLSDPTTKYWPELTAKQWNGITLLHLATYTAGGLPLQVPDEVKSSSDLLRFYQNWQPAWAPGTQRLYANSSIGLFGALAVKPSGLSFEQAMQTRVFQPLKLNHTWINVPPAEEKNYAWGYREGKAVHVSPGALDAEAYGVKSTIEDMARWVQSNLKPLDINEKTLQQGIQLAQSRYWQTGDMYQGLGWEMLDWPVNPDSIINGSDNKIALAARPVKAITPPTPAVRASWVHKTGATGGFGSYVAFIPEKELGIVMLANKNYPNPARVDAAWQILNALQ
#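 20 mM phosphate pH 7.0 + 0.01% (detergent screen) or 0.0001% Triton X-100; 5.3 nM AmpC reagent; cpd preinc 15 min RT; nitrocefin (800 uM stock) to start; A480 q20 s × 4 min; Activity was normalised to no-enzyme and no-compound control wells.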
# Tb PYK inh = T. brucei pyruvate kinase inhibition; 410,000 tested, 0.12% active; Q57TT1; Potency, µM (highest dose often 76.8 µM), for inactives: at the top dose activity, negative = inhibition, hits mostly inhibitors; TbPYK enzyme, Kinase-Glo Plus ATP luminescence, 45 min; note: potency is the fitted concentration of half-maximal effect; nearly all actives have a fitted effect of over 50% in size
#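 Activity of T. brucei pyruvate kinase was followed by Kinase-Glo Plus luminescence after the enzyme reacted 45 min at room temperature with 130 uM ADP (final) and substrate. Test compounds were added before ADP at multiple concentrations.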
# AMA1-RON2 inh = disrupts binding of P. falciparum AMA1 to RON2 | 360,000 tested, 0.2% active | AID 720542 | Potency, µM (doses to about 58.2 µM), without a hit: top-dose activity change, negative = inhibition, hits mostly inhibitors | AlphaScreen AMA1-biotinylated RON2 peptide binding;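 note: potency is the fitted concentration of half-maximal effect; 0% = vehicle wells and -100% = peptide control; nearly all actives have a fitted effect of over 45% in size; some results filed as inactive show a strong effect at the top dose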
#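 AMA1 (3D7) with his tag at 25 nM final met compounds first, then biotinylated RON2 peptide at 25 nM; detection used donor plus acceptor beads, 10 µg/mL apiece, read by AlphaScreen after 30 min at room temperature.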
# HCMV antiviral = human cytomegalovirus inhibition; HFF cells, HCMV-luciferase reporter, 72 h; stronger effect = lower value; activity change, negative = inhibition, % at 57.5 µM; 410,000 tested, 4.5% active; in the data active = activity change below about -60%; inconclusive = no clear call, values can overlap the other calls; inactive = above about -39%
#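 After 16 h attachment at 37C, HFF cells received test compound and HCMV-luciferase (1 PFU/cell); reporter luminescence read 72 h later, data normalized against buffer-only and known inhibitor Salinomycin.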
# LmPK inh = LmPK (Leishmania mexicana) enzyme inhibition | purified LmPK, Kinase-Glo ATP luminescence, 1 h | 290,000 tested, 0.37% active | Q27686 | Potency, µM (highest dose often 57.5 µM), inactives show top-dose activity change, negative = inhibition, hits mostly inhibitors | AID 1721; note: potency is the fitted concentration of half-maximal effect
# Target sequence (Q27686 whole entry, looked up): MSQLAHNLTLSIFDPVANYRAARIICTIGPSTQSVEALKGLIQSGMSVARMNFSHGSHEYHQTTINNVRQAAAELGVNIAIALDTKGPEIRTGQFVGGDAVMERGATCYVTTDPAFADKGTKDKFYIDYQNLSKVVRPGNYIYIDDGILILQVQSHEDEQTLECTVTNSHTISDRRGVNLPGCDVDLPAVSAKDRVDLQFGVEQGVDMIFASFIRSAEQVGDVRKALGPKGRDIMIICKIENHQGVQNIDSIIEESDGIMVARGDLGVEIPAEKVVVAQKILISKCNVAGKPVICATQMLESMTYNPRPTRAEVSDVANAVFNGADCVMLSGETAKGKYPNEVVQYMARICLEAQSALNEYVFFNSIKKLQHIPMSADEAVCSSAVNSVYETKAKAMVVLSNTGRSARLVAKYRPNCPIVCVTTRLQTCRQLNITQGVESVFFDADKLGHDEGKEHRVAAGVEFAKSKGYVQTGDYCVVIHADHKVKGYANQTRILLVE
#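 Pyruvate kinase activity monitored as ATP production (luciferase luminescence). Conditions: 0.1 nM enzyme, 0.5 mM PEP, 0.1 mM ADP, 1 h, RT; normalized against uninhibited and no-enzyme wells.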
# HCV inh = blocks hepatitis C virus; Huh7.5.1 HCVcc-Cre infection, luciferase reporter, 44 h; Potency, µM (series often up to 41.8 µM), for inactives: at the top dose activity change, negative = inhibition, usual class: inhibitors; 340,000 tested, 3.4% active; note: potency is the fitted concentration of half-maximal effect
#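 HCVcc-Cre virus at an moi near 0.5 was added right after compound to cells cultured 4 h from seeding (1,000 cells/well). Luciferase activity was determined 44 h later, 15 min after substrate addition at RT.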
# AmpC inh detg = AmpC beta-lactamase inhibition with detergent present; AmpC hydrolysis of nitrocefin, absorbance 480 nm, 0.01% Triton; Potency, µM (titrated, usually from 114 µM), for the others: at the top dose activity change, negative = inhibition, most hits filed as inhibitors; AID 485294; P00811; 370,000 tested, 0.041% active;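 note: potency is the fitted concentration of half-maximal effect; 0% = no-compound wells and -100% = no-enzyme wells; nearly all actives have a fitted effect of over 25% in size; some results filed as inactive show a strong effect at the top dose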
#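 20 mM phosphate pH 7.0 + 0.01% (detergent screen) or 0.0001% Triton X-100; 5.3 nM AmpC reagent; cpd preinc 15 min RT; nitrocefin (800 uM stock) to start; A480 q20 s × 4 min; Activity was normalised to no-enzyme and no-compound control wells.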
# * marks the source's active call; other numbers are inactive results; ? = inconclusive; . = not tested or not shown; [ ] = dose if it differs, or a comment. Unless noted, calls come from the whole dose curve; as a rule, active = well fitted curve in the direction sought with a large enough effect; inconclusive = small, poorly fitted or top-dose-only effect, or another doubt; inactive = no such curve, though single readings can be large; an effect the other way counts as inactive or inconclusive. Unless noted, % is set by controls: 0 for no effect and ±100 for the full control effect. No enrichment for hits; overall some 7.5% were active at least once.
SMILES,AmpC inh no detg,Tb PYK inh,AMA1-RON2 inh,HCMV antiviral,LmPK inh,HCV inh,AmpC inh detg
O=c1[nH]c(-c2ccncc2)nc2ccccc12,-14%,?,-13%,?,-2%,10%,?
Cc1ccc(/C=C/S(=O)(=O)NCCC(=O)NCc2ccc(F)cc2)cc1,-17%,0%,0%,13,.,-17%,-5%
Cc1cccn2cc(-c3ccc(S(=O)(=O)N4CCCCC4)cc3)nc12,-10%,1%,-7%,-35,-6%,-29%,2%
CCC(C)NC(=O)Cn1cnc2sc(C)c(S(=O)(=O)N3CCCCC3)c2c1=O (stereo not drawn),-10%,-1%,2%,-21,-2%,20%,?
CCN(CC)CC#CC(C)OCOCC#CCOC (stereo not drawn),-6%,6%,3%,-1,1%,7%,0%
COc1ccc(CC(=O)NCc2ccccc2)cc1,-1%,-1%,3%,14,-8%,?,?
CC(=O)NCc1nc2ccccc2n1C(C)C,?,4%,10%,-3,-1%,19%,-2%
CC(C)CN1CCN(Cc2ccc(F)cc2Cl)CC1CCO (stereo not drawn),-10%,1%,-11%,27,3%,3%,-5%
FC(F)Sc1ccc(NC(=S)NC2CCCC2)cc1,-30%,3%,0%,-28,0%,-1%,10%
Cc1cc(N2CCN(c3nc(-c4ccccc4)cs3)CC2)c2ccccc2n1,-9%,-17%,3%,?,1%,?,1%
COc1ccc(NC(=S)N(CCc2ccncc2)C(C)C)cc1Cl,.,-8%,0%,-24,.,.,.
COc1ccc(Nc2nc(N)nc(CN(C)C3CCCCC3)n2)cc1,-18%,-13%,-12%,41,-11%,-8%,-13%
CCn1cc([N+](=O)[O-])c(C(=O)N2CCCC2)n1,-19%,0%,-3%,5,-1%,27%,-12%
Cn1cnc(S(=O)(=O)Nc2cc(C(F)(F)F)ccc2N2CCOCC2)c1,17%,2%,7%,-16,-3%,12%,5%
CCn1nc(C)c(CNC(=O)c2cc(COc3ccc(F)cc3Cl)on2)c1C,147%[activator],-1%,-3%,-85*,5%,?,0%
CCCC(C(=O)OCC)P(=O)(c1ccccc1)c1ccccc1 (stereo not drawn),18%,3%,0%,8,10%,13%,2%
COc1ccccc1NCCC(=O)OCC(=O)Nc1ccc(Cl)cn1,-46%,-14%,-7%,-24,1%,3%,-8%
CN(Cc1cnn(C)c1)Cc1nc(Cc2ccccc2Cl)no1,15%,1%,0%,-16,4%,-1%,2%
CN1CCN(NS(=O)(=O)c2cccs2)CC1,-7%,0%,20%,-38,2%,27%,-4%
COC(=O)c1c(C)[nH]c(C(=O)/C=C/c2ccccc2F)c1C,-8%,0%,-13%,-12,-1%,9%,-2%
O=C(CC1CC1)Nc1ccc2c(c1)[C@H]1C[C@H](CC(=O)N3CCc4ccccc4C3)O[C@@H](CO)[C@H]1O2,.,1%,6%,21,.,.,.
COc1ccc(CCNC(=O)Cc2c(C)c3c(cc(C)c4c(C)c(C)oc43)oc2=O)cc1,.,2%,.,-22,.,.,25%
CNC(=O)N(O)C1N(NC(=O)Nc2cccc3ccccc23)C(=S)SC1(C)C (stereo not drawn),-32%,-2%,2%,-29,4%,6%,4%
O=C(O)CCn1ccc2cc(S(=O)(=O)N3CCCCC3)ccc21,.,-2%,.,-4,.,.,-4%
O=[N+]([O-])c1ccc(-c2cnc3ccccc3n2)cc1,-25%,-10%,-20%,93,0%,11%,-5%
C/C(CC(=O)Nc1ccccc1)=N\NC(=O)COc1ccc(C)cc1Br,0%,4%,-2%,19,2%,1%,2%
CCOc1ccc(C2C(C#N)=C(N)Oc3cc(C)oc(=O)c32)cc1 (stereo not drawn),-16%,0%,-17%,-12,2%,11%,8%
Clc1cccc(Cc2c(C3CCCCC3)nc3ccc(Cl)cn23)c1,.,-2%,-13%,-1,.,.,.
CCc1ccc(NC(=O)Nc2cc(C(=O)O)ccc2N2CC3CC(C2)c2cccc(=O)n2C3)cc1 (stereo not drawn),-20%,4%,5%,0,5%,16%,-3%
N#Cc1ccc(Oc2ccc(S(=O)(=O)N3CCOCC3)cn2)cc1,0%,-2%,5%,-26,.,0%,?
CS(=O)(=O)N(CCc1ccccc1)CC(=O)NCc1ccncc1,-7%,2%,2%,-6,-1%,21%,-6%
CCOc1ccc(NC(=O)CSc2ncc3c(n2)-c2ccccc2N(Cc2ccccc2C)S3(=O)=O)cc1,.,0%,.,3,.,.,3%
CS(=O)(=O)N(CCc1ccccc1)CC(=O)Nc1ccc(Br)cc1F,7%,-3%,0%,29,1%,-3%,-7%
CCOC(=O)Cc1csc(NS(=O)(=O)c2ccc(OC)cc2)n1,-13%,-13%,-12%,1,-3%,22%,4%
Cc1ccc(C)c(C(=O)n2cnnc2N)c1,-13%,0%,-7%,?,-3%,-1%,1%
COc1ccc(OC)c(NC(=O)Nc2cccc(Cn3cccn3)c2)c1,-5%,-9%,-12%,-10,-6%,?,?

# Another view of part of the listing above:
Structure	AmpC inh no detg	Tb PYK inh	AMA1-RON2 inh	HCMV antiviral	LmPK inh	HCV inh	AmpC inh detg
CS(=O)(=O)N(CCc1ccccc1)CC(=O)NCc1ccncc1	-7%	2%	2%	-6	-1%	21%	-6%
CCOc1ccc(NC(=O)CSc2ncc3c(n2)-c2ccccc2N(Cc2ccccc2C)S3(=O)=O)cc1	.	0%	.	3	.	.	3%
CS(=O)(=O)N(CCc1ccccc1)CC(=O)Nc1ccc(Br)cc1F	7%	-3%	0%	29	1%	-3%	-7%

# (listing goes on)
SMILES,AmpC inh no detg,Tb PYK inh,AMA1-RON2 inh,HCMV antiviral,LmPK inh,HCV inh,AmpC inh detg
CCc1ccccc1NC(=O)c1ccccc1Sc1ccc([N+](=O)[O-])cc1Cl,-37%,-2%,1%,14,-1%,?,-19%
C/C(Cl)=C\Cn1c(=O)c2c(nc3n2CCS3)n(C)c1=O,-4%,-6%,3%,-26,-2%,4%,-13%
CC1CCN(C(=O)C(=O)Nc2sc3c(c2C(N)=O)CC(C)(C)OC3)CC1,17%,0%,61%[activator],46,8%,8%,-14%
CCn1nnc(NC(=O)c2ccc(C(C)(C)C)cc2)n1,0%,3%,5%,97,-5%,-2%,-11%
Cc1c(C(=O)N2CCOCC2)c(S(=O)(=O)Nc2cccc(F)c2)c(C)n1C,7%,6%,0%,0,5%,27%,0%
COc1ccc(NC(=O)CNC(=O)c2ccco2)cc1,2%,-2%,-10%,79,-7%,30%[activator],0%
CC1=Nc2ccccc2/C1=C\c1nc(-c2ccc(F)cc2)oc1O,12%,-10%,0%,-6,5%,0%,2%
Nc1nc(SCCO)[nH]c(=O)c1NC(=O)c1ccccc1F,-2%,2%,-1%,-23,4%,25%,2%
CC(NC(=O)COC(=O)Cn1cc(C(F)(F)F)ccc1=O)c1ccccc1 (stereo not drawn),-3%,-5%,-2%,?,.,16%,.
OC(c1ccccc1)c1nc(-c2ccc(Cl)cc2)cs1 (stereo not drawn),.,-3%,18%,6,.,.,.
O=C(O)CCC(=O)Nc1ccc(Cc2ccc(NC(=O)CCC(=O)O)cc2)cc1,-12%,-1%,49%[activator],23,-5%,16%,1%
CCn1c(=O)c(-c2cc(=O)[nH][nH]2)c(O)c2ccccc21,-16%,2%,13%,?,-2%,-3%,2%

# Part of the list above, field by field:
O=c1[nH]c(-c2ccncc2)nc2ccccc12
  AmpC inh no detg: -14% | Tb PYK inh: ? | AMA1-RON2 inh: -13% | HCMV antiviral: ? | LmPK inh: -2% | HCV inh: 10% | AmpC inh detg: ?

Cc1ccc(/C=C/S(=O)(=O)NCCC(=O)NCc2ccc(F)cc2)cc1
  AmpC inh no detg: -17% | Tb PYK inh: 0% | AMA1-RON2 inh: 0% | HCMV antiviral: 13 | LmPK inh: . | HCV inh: -17% | AmpC inh detg: -5%

# Next part:
SMILES,AmpC inh no detg,Tb PYK inh,AMA1-RON2 inh,HCMV antiviral,LmPK inh,HCV inh,AmpC inh detg
O=C(O)C1C2C=CC(O2)C1C(=O)NCCCn1ccnc1 (stereo not drawn),-5%,.,.,.,0%,.,-1%
CC(C)c1ccc(NC(=O)CSc2nnc(OC(=O)N(C)C)n2C2CC2)cc1,54%,5%,0%,8,-4%,10%,-1%
C/C(=N\OC(=O)c1cccc(C(F)(F)F)c1)c1sc(-c2ccccc2)nc1C,-13%,-6%,-6%,87,-4%,2%,-11%
COCCn1c(SCC(=O)c2ccc3c(c2)OCCO3)nnc1-c1ccco1,-8%,-29%,-2%,23,1%,-5%,4%
COC(=O)c1c(NC(=O)CCCOc2ccc(C(C)(C)C)cc2)sc2c1CCC(C)C2 (stereo not drawn),.,2%,.,19,.,.,0%
Cc1ccc(S(=O)(=O)NCC(=O)OCC(=O)NC(=O)NC2CCCC2)cc1,-21%,4%,-4%,8,1%,14%,-1%
CC(C)(C)c1n[nH]c(=S)n(/N=C/c2cccs2)c1=O,-10%,0%,32%[activator],39,1%,18%,-3%
Cc1ccc(N(Cc2cc3ccccc3[nH]c2=O)C(=O)c2ccco2)c(C)c1,-40%,-6%,-9%,-19,2%,?,-9%
CC1Cc2cc(/C(O)=C3\C(=O)C(=O)N(Cc4ccncc4)C3c3ccccc3F)ccc2O1 (stereo not drawn),-14%,-1%,9%,43,0%,17%,-1%
N#CCCC1(CCC#N)c2ccccc2C(=O)c2ccccc21,.,0%,5%,?,.,.,.
CCOc1ccc(C(=O)NC(=S)N(Cc2ccccc2)Cc2ccccc2)cc1,?,2%,31%[activator],-21,-1%,-21%,-7%
COc1cccc(CC(=O)N2CCC(n3nccc3NC(=O)C3CCOC3)CC2)c1 (stereo not drawn),-8%,-6%,19%,-22,-6%,-11%,0%
COc1ccc(C(=O)Nc2ccc(NC(=O)c3cccs3)cc2)cc1OC,.,2%,.,6,.,.,15%
COc1ccc(CCNC(=O)CN2C(=O)NC3(CCc4ccccc43)C2=O)cc1 (stereo not drawn),-6%,-2%,8%,-18,.,?,2%
COc1cc(C(=O)NC(C(=O)Nc2cccc(C(C)=O)c2)C(C)C)cc(OC)c1OC (stereo not drawn),118%[activator],2%,-3%,18,6%,4%,-4%
CC(=O)c1ccc(NC(=O)CC23CC4CC(C2)CC(n2nnc(C)n2)(C4)C3)cc1,-8%,-7%,-1%,-24,2%,2%,1%
Cc1ccc(N(CC(=O)Nc2cc(C)ccc2C)S(C)(=O)=O)cc1,-10%,0%,-8%,11,0%,17%,?
COc1ccc(C(=O)N/C(=C\c2cn(C)c3ccccc23)C(=O)NCCCN2CCOCC2)cc1OC,141%[activator],-1%,-7%,0,-12%,23%,?
N#Cc1ccccc1S(=O)(=O)N1CCN(C(=O)c2ccc(-n3cncn3)c([N+](=O)[O-])c2)CC1,-7%,2%,-5%,3,.,17%,?
CCn1c(SCC(=O)Nc2cc(C)on2)nc2c(c1=O)SCC2,-24%,-2%,0%,1,-4%,.,-14%
